# Screening data as filed in PubChem BioAssay.
# DT40 TDP1 no CPT: qHTS for Inhibitors of human tyrosyl-DNA phosphodiesterase 1 (TDP1): qHTS in cells in absence of CPT; 420,000 compounds, 15% hits; AID 686978, 2013; Potency, µM (highest dose often 46.2 µM), for inactives: at the top dose activity change, negative = growth inhibition, usual class: inhibitors; DT40 Tdp1-/- hTDP1 cells, no CPT, ATP luminescence, 48 h; note: nearly all actives have a fitted effect of over 55% in size
#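 Cells were dispensed at 400 per well, compounds added by pin tool, plates incubated ≥48 hr at 37 °C, then CellTiter-Glo added for 30 min at room temperature before luminescence reading. Line: DT40 Tdp1-/- complemented with hTDP1; camptothecin omitted.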
# DT40 TDP1 CPT: DT40-hTDP1 cell growth loss with CPT; chicken DT40 Tdp1-/-;hTDP1 cells + 20 nM CPT, ATP luminescence, 48 h; Potency, µM (top dose mostly 46.2 µM), without a hit: top-dose activity change, negative = growth inhibition, usual class: inhibitors; 420,000 compounds, 12% hits; note: nearly all actives have a fitted effect of over 55% in size
#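 Chicken DT40 Tdp1-/- cells complemented with human TDP1, 400 cells/well, exposed to compounds plus 20 nM camptothecin for at least 48 h at 37 C; viability read as ATP content by CellTiter-Glo luminescence.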
# KAT2A inh: blocks human GCN5L2 histone acetyltransferase; 390,000 compounds, 0.21% hits; Q92830; Potency, µM (titrated, usually from 58.9 µM), inactives show at the highest dose activity change, negative = inhibition, usual class: inhibitors; GCN5L2 HAT assay, ThioGlo1 CoA-SH fluorescence; AID 504327
# Target sequence (Q92830 whole entry, looked up): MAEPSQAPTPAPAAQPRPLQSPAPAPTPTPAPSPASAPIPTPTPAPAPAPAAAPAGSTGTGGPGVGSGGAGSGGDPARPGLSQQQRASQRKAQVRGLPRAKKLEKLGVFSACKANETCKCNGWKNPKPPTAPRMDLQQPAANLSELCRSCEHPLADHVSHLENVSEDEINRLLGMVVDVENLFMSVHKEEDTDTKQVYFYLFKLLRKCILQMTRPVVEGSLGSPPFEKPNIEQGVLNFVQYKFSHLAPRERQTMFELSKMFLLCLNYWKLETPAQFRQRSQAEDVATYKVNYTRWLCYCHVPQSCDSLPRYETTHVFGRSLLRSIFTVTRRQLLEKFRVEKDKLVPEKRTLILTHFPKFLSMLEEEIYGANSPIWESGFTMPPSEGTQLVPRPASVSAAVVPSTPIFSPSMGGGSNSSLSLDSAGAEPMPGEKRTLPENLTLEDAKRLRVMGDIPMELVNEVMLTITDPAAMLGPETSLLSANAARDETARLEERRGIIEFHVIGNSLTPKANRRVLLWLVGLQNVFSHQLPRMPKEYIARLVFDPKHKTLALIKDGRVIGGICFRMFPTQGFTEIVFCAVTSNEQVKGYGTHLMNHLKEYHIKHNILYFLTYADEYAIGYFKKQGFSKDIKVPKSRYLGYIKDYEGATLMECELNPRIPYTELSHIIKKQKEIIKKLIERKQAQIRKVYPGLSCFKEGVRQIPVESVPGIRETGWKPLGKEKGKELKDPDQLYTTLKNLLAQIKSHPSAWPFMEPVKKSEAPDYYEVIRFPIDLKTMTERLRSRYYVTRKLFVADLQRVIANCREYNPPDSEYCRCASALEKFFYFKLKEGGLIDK
#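 Compounds, pin-transferred from DMSO stocks, meet 20nM GCN5L2 for 15 min before the reaction begins with H3(1-25) peptide (75uM) and acetyl-CoA (70uM). Thiol-reactive ThioGlo1 reports CoA release over 20 min at room temperature.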
# * hit, by the source's call; ? = inconclusive; . = no result given; & = joins results of further samples; [ ] = another dose, or the depositor's remark. Calls come from the whole dose curve; as a rule, active = well fitted curve in the direction sought with a large enough effect; inconclusive = small, poorly fitted or top-dose-only effect, or another doubt; inactive = no such curve, though single readings can be large; an effect the other way counts as inactive or inconclusive. % is set by controls: 0 for no effect and ±100 for the full control effect; potency is the fitted concentration of half-maximal effect. These rows are one share of the data (hit frequency here may not be typical).
Structure | DT40 TDP1 no CPT | DT40 TDP1 CPT | KAT2A inh
CCc1ccc(/C=C2\SC(=S)N(CCCC(=O)N(CCO)c3ccccc3)C2=O)cc1 | 16µM* | ? | .
O=C(COc1ccc(F)cc1F)NNC(=O)Nc1cccc([N+](=O)[O-])c1 | -13% | -29% | -31%
O=C(CCCCn1c(=O)c2ccccc2n(CC(=O)Nc2ccccc2)c1=O)NCc1ccco1 | -19% | 1% | -2%
COC(=O)C[C@@H]1CC[C@@H](NC(=O)Nc2cc(F)ccc2F)[C@@H](CO)O1 | -5% | -17% | .
FC(F)(F)c1nnc2sc(-c3cccs3)nn12 | -23% | -7% | 1%
CCn1nc(NC(=O)c2ccncc2)c2cc3cc(C)ccc3nc21 | 23µM* | ? | -12%
COCCNC(=O)c1cccc2c(-c3cccc(C(N)=O)c3)coc12 | ? | ? | .
CCOC(=O)C(NC(C)=O)(NC(C)C)C(F)(F)F (stereo unspecified) | -12% | -10% | -1%
O=C(NNC(=O)c1ccncc1)NC1CCCCC1 | 0% | -13% | -3%
Cc1ccc(CN2CCNC(=O)C2CC(=O)N(C)CCc2ccccc2)cc1 (stereo unspecified) | ? | ? | -6%
O=C(NCCNc1nccc(C(F)(F)F)n1)c1cccs1 | -10% | -6% | -2%
COC(CN1C(=O)C(O)=C(C(C)=O)C1c1ccccn1)OC (stereo unspecified) | 5% | -4% | 5%
COc1ccc2[nH]cc(CCNc3ncncc3-c3ccccc3Cl)c2c1 | ? | 23µM* | -19%
Cc1ccc(NC(=O)N2CCN(C/C=C/c3ccccc3)CC2)cc1 | 1% | -2% | 1%
CCCC(=O)Nc1ccc(C(=O)Nc2cccc(OC)c2)cc1 | -28% | -10% | -3%
Cc1nsc(N)c1C(=O)O | -5% | -5% | -5%
COc1ccc(OCC(=O)N/N=C(\C)c2cc3ccccc3o2)cc1 | ? | -17% | -1%
O=C(CSc1nc2sc3c(c2c(=O)[nH]1)CCCC3)NCCO | 1% | 1% | -2%
Cc1ccc(C(C)C)c(OCCSc2nc3ccccc3n2CC(O)CO)c1 (stereo unspecified) | 16µM* | 13µM* | -14%
O=S(=O)(NCc1ccc(F)cc1)c1ccc(-n2cccn2)cc1 | -17% | -24% | 0%
O=C(COc1ccccc1)OCC(=O)c1ccc(S(=O)(=O)N2CCCCC2)cc1 | -1% | -8% | -1%
COc1ccccc1NC(=S)N(Cc1ccco1)Cc1cc2ccc(C)c(C)c2[nH]c1=O | 0.58µM* | 0.58µM* | -6%
Cc1noc(C)c1COc1ccccc1C(=O)NCCc1ccc(Cl)cc1 | ? | ? | -3%
COC(=O)CCc1ccc(OCC(O)CNC(C)C)cc1 (stereo unspecified) | -13%&-24% | -12%&-8% | .
NC1=NC2(CCCCC2)N(c2ccc(F)cc2F)C(N)=N1 | -20% | 0% | -3%
CCOC(=O)C1CCN(CCCSc2ccccc2)CC1 | 1% | 3% | .
CCc1ccccc1NC1=NCC(=O)N1Cc1ccc2c(c1)OCO2 | ? | ? | 0%
O=C1NC(=O)C([N+](=O)[O-])=C(O)C1=O | -5% | 0% | .
CCN(CC(=O)NC(C)(C)C)C(=O)c1ccccc1SCC(=O)NC1CCCCCCC1 | ? | ? | -3%
O=C(Cc1ccccc1)NCC1COc2ccccc2O1 (stereo unspecified) | -13% | 4% | .

# 5 compounds picked at random from those above:
Structure | DT40 TDP1 no CPT | DT40 TDP1 CPT | KAT2A inh
O=C(COc1ccccc1)OCC(=O)c1ccc(S(=O)(=O)N2CCCCC2)cc1 | -1% | -8% | -1%
CCN(CC(=O)NC(C)(C)C)C(=O)c1ccccc1SCC(=O)NC1CCCCCCC1 | ? | ? | -3%
O=C(Cc1ccccc1)NCC1COc2ccccc2O1 (stereo unspecified) | -13% | 4% | .
Cc1ccc(C(C)C)c(OCCSc2nc3ccccc3n2CC(O)CO)c1 (stereo unspecified) | 16µM* | 13µM* | -14%
COc1ccccc1NC(=S)N(Cc1ccco1)Cc1cc2ccc(C)c(C)c2[nH]c1=O | 0.58µM* | 0.58µM* | -6%

# Following part
Structure | DT40 TDP1 no CPT | DT40 TDP1 CPT | KAT2A inh
O=C(C1CCN(S(=O)(=O)c2cccnc2)CC1)N1CCCCC1 | -8% | -16% | -1%
Cc1cc(C)cc(N(CC(=O)NC(C)(C)C)C(=O)CCC(=O)Nc2nccs2)c1 | -8% | -5% | -3%
CCc1nnc(NC(=O)C(c2ccccc2)c2ccccc2)s1 | ? | ? | -3%
OCCN1CCN(Cc2ccc3c(c2)CN(Cc2cccn2-c2ccccn2)CCO3)CC1 | -20% | -5% | .
O=S(=O)(NC1CCCCC1N1CCN(c2ccc(F)cc2)CC1)c1ccccc1 (stereo unspecified) | ? | ? | -25%
COCCN(C(=O)c1cc(-c2ccc(F)cc2)nc2ccccc12)c1c(N)n(CC(C)C)c(=O)[nH]c1=O | 11% | 2% | .
CCOC(=O)c1cc(CC)sc1/N=C/C1=C(O)CC(C)(C)CC1=O | -14% | -22% | -4%
N#Cc1c(C(F)(F)F)cc(C2CC2)nc1N1CCCC1 | 6% | -2% | 13%
Cc1ccccc1CSc1nnc(-c2ccncc2)o1 | -9% | -4% | -4%
CCCc1cc(=O)[nH]c(SCC(=O)Nc2sc3c(c2C#N)CCC(C)C3)n1 (stereo unspecified) | -22% | -27% | -25%
Cc1cccc(S(=O)(=O)N2C[C@@H](O)COC[C@@H]3O[C@H](CC(=O)NCCCN4CCOCC4)CC[C@H]32)c1 | 2% | 4% | .
COC(=O)C1=C(C)NC(C)=C([N+](=O)[O-])[C@@H]1c1ccccc1C(F)(F)F | 30µM* | 30µM* | 1%&-15%
COc1ccccc1OCc1csc(N)n1 | -1% | -14% | -5%
Cc1cccc(NC(=O)c2ccc(OCc3c(C)noc3C)cc2)c1 | ? | -29% | 0%
Cn1nc(-c2ccc(Cl)cc2)c2cc(C(=O)NCC3CCCO3)sc21 (stereo unspecified) | ? | ? | -17%

# 2 successive compounds from above, quoted:
Structure | DT40 TDP1 no CPT | DT40 TDP1 CPT | KAT2A inh
NC1=NC2(CCCCC2)N(c2ccc(F)cc2F)C(N)=N1 | -20% | 0% | -3%
CCOC(=O)C1CCN(CCCSc2ccccc2)CC1 | 1% | 3% | .

# New compounds follow
Structure | DT40 TDP1 no CPT | DT40 TDP1 CPT | KAT2A inh
Cc1ccc(NC(=O)c2sc3nc(C)cc(C)c3c2N)cc1 | ? | -3% | -20%
Cc1ccc(S(=O)(=O)NC(=O)c2ccc(Br)o2)c(C)c1 | 1% | ? | 6%[88.6 µM]
COc1ccc(S(=O)(=O)N2CCc3cc(OC)c(OC)cc3C2)cc1 | -6% | ? | -16%
Cc1sc(-n2c(C)cc(/C=N/n3cnnc3)c2C)c(C#N)c1C | 21µM* | 16µM* | -8%
COC(=O)c1ccc(Oc2nc(NC(C)C)nc(NC(C)C)n2)cc1 | -27% | 6% | -11%
COc1ccc(O)c(/C=N/NC(=O)c2cccc(N3CCCC3=O)c2)c1 | 3.3µM* | 5.2µM* | -1%
COC(=O)Cc1[nH]nc2c1C(c1ccc(O)c(OC)c1)C(C#N)=C(N)O2 (stereo unspecified) | 23% | -13% | 12%
COc1cc(C(=O)C(=O)c2ccc(O)c(OC)c2)ccc1O | -23% | -5% | -20%
Cc1cc(C)c(C(=O)OCc2csc(CC(=O)Nc3ccccc3C)n2)c(C)c1 | ? | ? | -18%
CCc1cc(=O)oc2cc(C)cc(OC(C)C(=O)NCc3ccncc3)c12 (stereo unspecified) | -22% | -1% | -3%
CCCN1CCC(NC(=O)Nc2ccccc2C(=O)OC)CC1 | 1% | 2% | 6%
Cc1ccc(NC(=O)C2(C)Cc3ccccc3C(=O)O2)cc1 (stereo unspecified) | -27% | 1% | -3%
Nc1ccc(-c2nc3ccccc3o2)cc1 | -1% | -9% | 2%
Cc1cccc(C)c1NC(=O)CNC(=O)c1ccncc1 | 1% | -3% | 2%
Cc1ccc(C)c(Cn2c3ccccc3c3cnn(CC(=O)NCc4ccccn4)c(=O)c32)c1 | ? | ? | -23%

# New compounds follow
# Each structure is followed by: DT40 TDP1 no CPT, DT40 TDP1 CPT, KAT2A inh
COc1ccc2[nH]cc(CCNc3cc(-c4cccc(C#N)c4)ncn3)c2c1
 : ?, 21µM*, -17%
Cc1ccc(/C=N/NC(=O)c2cccc(NC(=O)c3ccccc3Cl)c2)o1
 : ?, ?, -6%
O=C(NC(=S)NNC(=O)[C@H]1C[C@@H]1c1ccccc1)c1ccc(F)cc1
 : 13µM*, 15µM*, -11%
COc1cc(-c2c(-c3ccc4c(c3)OCO4)noc2C)ccc1F
 : 16µM*, ?, -10%
Cc1cccc(C(c2sc3nc(-c4ccco4)nn3c2O)N2CCN(c3ccccc3)CC2)c1 (stereo unspecified)
 : -22%, ?, -21%
CC(C)C[C@H]1CN([C@@H](Cc2ccc(O)cc2)CN2CCC[C@@H]2CN2C(=S)NC[C@@H]2Cc2ccccc2)C(=S)N1CC1CCCCC1
 : 16µM*, 16µM*, .
COc1cccc(C(=O)N2CCc3c([nH]c4ccccc34)C2c2ccc(SC)cc2)c1 (stereo unspecified)
 : ?, ?, ?
CC12CCC(C(=O)CC1=O)C2(C)C (stereo unspecified)
 : -2%, -16%, .
N#Cc1c(Nc2ccccc2Cl)s[nH]c1=O
 : 5.2µM*, 15µM*, ?
O=C(COc1ccccc1)Nc1ncccn1
 : -1%, -19%, 0%
N=c1ccn(Cc2cccc(F)c2)cc1
 : 18µM*, ?, -9%
Oc1ccccc1-c1nc2ccccc2nc1-c1ccccc1
 : ?, ?, -10%
CC1NC(=O)c2cccnc2-n2c1nc1cc(F)ccc1c2=O (stereo unspecified)
 : ?, -6%, .
O=C(O)CCC(=O)Nc1ccc(S(=O)(=O)Nc2nccs2)cc1
 : -11%, -2%, -1%
Cc1ccc(NC(=O)C(C)N2C(=O)c3ccccc3C2=O)cc1 (stereo unspecified)
 : -9%, -13%, -1%
NC(=O)CN(c1ccccc1)C1SC(=O)N(Cc2ccccc2)C1=O (stereo unspecified)
 : -9%, 1%, 2%
Cc1csc(=N)n1CC(=O)N1CCc2ccccc21
 : -19%, -25%, -2%
CCc1nn(-c2ccccc2)c(N)c1C#N
 : -23%, 8%, 1%
CC(=NNC(=O)C(C)SC(C)C(=O)NN=C(C)c1cccnc1)c1cccnc1 (stereo unspecified)
 : -16%, -2%, .
CCCn1c(SCC(=O)Nc2cc(Cl)ccc2OC)nc(O)cc1=O
 : -4%, -17%, -20%
O=C(Nc1cc(Cl)ccc1-n1cncn1)c1cc(F)cc(F)c1
 : -6%, 25%, -14%
COC(=O)c1ccccc1NC(=O)Cn1nnc2sc(-c3ccccc3)cc2c1=O
 : 2%, -3%, -15%
COc1ccc(CNC(=O)c2ccc(NS(=O)(=O)c3ccc4[nH]c(=O)[nH]c4c3)cc2)cc1OC
 : -1%, -2%, ?
CC(=O)Oc1cc2c(C(=O)NCCCN3CCOCC3)c(C)oc2c2ccccc12
 : 21µM*, 15µM*, 3%
CC(C)OC(=O)c1c(-c2ccccc2)c(-c2ccccc2)nn(C)c1=O
 : 21µM*, ?, 7%
Cc1ccccc1CN1C(=O)CS/C1=N/N=C/c1ccco1
 : -15%, -28%, -20%
Cc1ccc(C(=O)N/C(=C\c2cccnc2)C(=O)N2CCCC2)cc1
 : -2%, -8%, -4%
CNc1nc(=S)[nH]c2ccccc12
 : 1%, 9%, 1%
CN(C)c1nc(OCc2ccccc2)c2ncc(=O)[nH]c2n1
 : ?, -14%, .
CCC(COC)NC(=O)c1ccc(OC)c(OC2CCN(C(C)=O)CC2)c1 (stereo unspecified)
 : 5%, 8%, 2%
CC1(c2ccc(Cl)cc2)NC(=O)N(CC(=O)NCc2cccs2)C1=O (stereo unspecified)
 : -6%, 2%, -10%
CC1(C(=O)Nc2cnc3ccccc3c2)CCN1C(=O)c1ccccc1CCc1ccccc1 (stereo unspecified)
 : ?, ?, .
CCC(=O)N1CCc2cc(S(=O)(=O)CCC(=O)NCc3ccc(OC)cc3)ccc21
 : ?, -10%&-8%, -1%&0%
CCN(C(=O)COC(=O)/C=C/c1ccccc1[N+](=O)[O-])C1CCS(=O)(=O)C1 (stereo unspecified)
 : 12%, 12%, 1%
O=C(CCNS(=O)(=O)c1ccc2c(c1)CCC(=O)N2)Nc1ccc(F)c(F)c1
 : -27%, 6%, -3%
CCOC(=O)c1cccc(NC(=O)/C(=C\c2ccccc2)NC(=O)c2ccccc2Cl)c1
 : -27%, ?, -3%
C[C@H]1CN(c2ccccc2)C(=O)[C@@H]1CC(=O)Nc1ccc(Br)cc1
 : ?, ?, .
COc1cccc(Cn2nc3c4cc(F)ccc4n(Cc4ccc(F)cc4)cc-3c2=O)c1
 : ?, -9%, 5%
CCCC1CCc2c(c3ccccc3[nH]c2=O)O1 (stereo unspecified)
 : ?, ?, -6%
